Screening results (PubChem BioAssay)
697 NFkB inh: lowers PMA/ionomycin-induced NF-kB signal in 697 B cells; 697 B-cell NF-kB luciferase reporter, 16 h; inhibition, % at 4 µM; 330,000 tested, 0.33% active; AID 435022; in the data active = inhibition above about 35%
Apaf1 inhib: inhibitors of human Apaf-1 apoptosome; O14727; reconstituted apoptosome caspase-3 activity, DEVD-Rh110 fluorescence; inhibition, % at 20 µM; 330,000 tested, 0.71% active; AID 489030; active = inhibition of at least 40% at 20 µM;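 also: plate controls were DMSO wells for no effect and DEVD-CHO caspase inhibitor wells for full effect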
Target sequence (O14727 whole entry, looked up): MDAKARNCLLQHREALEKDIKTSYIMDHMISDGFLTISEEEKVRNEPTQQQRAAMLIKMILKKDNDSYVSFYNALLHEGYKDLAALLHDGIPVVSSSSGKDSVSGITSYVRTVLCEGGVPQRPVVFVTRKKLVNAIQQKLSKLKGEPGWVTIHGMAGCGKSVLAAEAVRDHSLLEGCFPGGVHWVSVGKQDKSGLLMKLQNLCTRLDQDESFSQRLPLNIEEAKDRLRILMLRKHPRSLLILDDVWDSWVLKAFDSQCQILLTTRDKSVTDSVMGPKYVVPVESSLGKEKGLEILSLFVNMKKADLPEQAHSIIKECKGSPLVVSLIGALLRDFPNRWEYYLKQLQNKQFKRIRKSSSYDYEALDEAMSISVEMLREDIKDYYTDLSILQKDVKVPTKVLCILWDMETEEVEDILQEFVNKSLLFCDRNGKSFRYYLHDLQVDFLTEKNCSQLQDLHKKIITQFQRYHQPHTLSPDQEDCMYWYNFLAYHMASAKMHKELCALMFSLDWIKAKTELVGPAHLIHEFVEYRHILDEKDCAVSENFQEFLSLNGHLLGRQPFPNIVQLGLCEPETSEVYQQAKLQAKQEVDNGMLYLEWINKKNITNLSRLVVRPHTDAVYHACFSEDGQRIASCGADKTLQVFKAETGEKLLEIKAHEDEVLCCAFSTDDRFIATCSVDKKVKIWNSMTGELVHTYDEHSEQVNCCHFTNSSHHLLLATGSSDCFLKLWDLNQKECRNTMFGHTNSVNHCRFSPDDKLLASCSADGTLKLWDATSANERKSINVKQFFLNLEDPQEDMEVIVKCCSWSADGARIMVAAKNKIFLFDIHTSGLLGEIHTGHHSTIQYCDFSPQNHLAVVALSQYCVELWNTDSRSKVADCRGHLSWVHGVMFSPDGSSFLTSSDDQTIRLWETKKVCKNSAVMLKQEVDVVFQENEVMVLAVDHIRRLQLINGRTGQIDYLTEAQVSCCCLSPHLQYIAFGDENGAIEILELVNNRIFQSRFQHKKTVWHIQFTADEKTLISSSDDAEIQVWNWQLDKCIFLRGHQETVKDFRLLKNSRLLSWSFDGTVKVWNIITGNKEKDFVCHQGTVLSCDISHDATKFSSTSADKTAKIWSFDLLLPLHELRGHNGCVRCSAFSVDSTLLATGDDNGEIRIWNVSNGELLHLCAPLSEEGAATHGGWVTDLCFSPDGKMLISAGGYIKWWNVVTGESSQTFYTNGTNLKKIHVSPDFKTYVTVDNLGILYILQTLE
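Material: biochemical Apaf-1 apoptosome reconstitution. Medium: Hepes buffer, pH 7.5. Also added: cytochrome c activation, bis-DEVD rhodamine 110 substrate. Timing: 30 min compound preincubation, 50 min activation, room temperature. Measured by: rhodamine 110 fluorescence at Ex 480/Em 540 nm.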
SENP8 block: SENP8 protease inhibition. Q96LD8. purified SENP8, Z-RLRGG-aminoluciferin cleavage, luminescence. inhibition, % at 10 µM. 330,000 tested, 1.2% active. AID 2540
HKDC1 inhibitor: inhibitors of human hexokinase HKDC1. Q2TB90. recombinant HKDC1, G6PDH/diaphorase resazurin coupled fluorescence. inhibition, % at 20 µM. 340,000 tested, 0.16% active. AID 493160;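 active = inhibition above about 35% when tested at 20 µM, limit read from the data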;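 also: plate controls were DMSO wells with enzyme for no effect and DMSO wells lacking enzyme for full effect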
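Assay system – recombinant HKDC1 (HK5) hexokinase enzyme, produced in-house · Input – HKDC1 at 5 µg/mL · Reagent – glucose plus 1 mM ATP as hexokinase substrates · Timing – 90 min reaction incubation at room temperature, dark · Measured by – G6PDH/diaphorase-coupled fluorescence, 1 mM NADP, 100 µM resazurin, 525/613 nm · Benchmarks – DMSO-enzyme wells negative, buffer-substituted wells positive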
SENP7 inh: SENP7 protease inhibition. Q9BQF6. recombinant SENP7, Z-RLRGG-aminoluciferin luminescence, 40 min. 330,000 tested, 1.5% active. inhibition, % at 5 µM;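 active = inhibition above about 50% at the single test dose, limit read from the data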;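 also: plate controls were DMSO with enzyme for no effect and no enzyme buffer wells for full effect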
UBC13 polyUb: blocks human UBC13 polyubiquitin chain formation. TR-FRET. inhibition, % at 20 µM. 330,000 tested, 0.47% active; in the data active = inhibition above about 45%, passing the limit was not always enough
Gli-Sufu antag: Gli-Sufu pathway antagonism | Sufu-KO-LIGHT fibroblasts, Gli luciferase reporter luminescence | 340,000 tested, 0.74% active | inhibition, % at 5 µM;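 active = inhibition above about 55%, limit read from the data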;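 also: 0% = DMSO-treated cells and 100% = wells with medium but no cells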
Jurkat NFkB inh: inhibitors of the PMA/ionomycin-induced NF-kB reporter in Jurkat cells. PMA/ionomycin-induced NF-kB luciferase reporter, luminescence. inhibition, % at 4 µM. 330,000 tested, 0.53% active. AID 435003
The depositor's hits bear a star; x = not tested or not shown. Rule as the data show it, unless noted: active = inhibition above about 50%; inactive = the rest. No enrichment for hits; overall some 3.6% were active at least once.

| SMILES | 697 NFkB inh | Apaf1 inhib | SENP8 block | HKDC1 inhibitor | SENP7 inh | UBC13 polyUb | Gli-Sufu antag | Jurkat NFkB inh |
| --- | --- | --- | --- | --- | --- | --- | --- | --- |
| CC(C)CCn1c(SCC(=O)c2ccccc2)nc2c1c(=O)[nH]c(=O)n2C | -4.3 | 10.8 | -12.1 | -7.9 | -0.4 | -15.0 | 2.4 | 12.6 |
| O=C(Nc1ccccc1C(=O)N/N=C/c1ccco1)c1ccccc1 | -36.2 | 9.0 | -16.4 | -12.2 | -7.7 | -17.4 | 3.0 | -9.4 |
| CCOCCCNC(=S)N1CCN(c2nc(-c3ccc(F)cc3)cs2)CC1 | -3.2 | 11.8 | -3.6 | -3.1 | -0.8 | -0.4 | 20.7 | 19.8 |
| N#C/C(=N\Nc1c(Cl)cccc1Cl)C(=O)NN | -0.2 | 5.8 | 1.3 | 0.5 | 6.4 | -28.1 | -5.8 | 12.6 |
| C#Cc1ccc(C(=O)NCc2ccc(N3CCCC3=O)cc2)cc1 | 15.8 | -0.9 | 0.4 | -5.2 | -9.2 | 7.8 | 7.7 | -13.0 |
| CCC(C)C(=O)N1CCc2cc(-c3csc(N)n3)ccc21 (stereo not given) | -126.5 | -2.0 | -13.5 | -10.5 | -12.4 | 4.2 | -77.8 | -116.9 |
| CCc1cccc(C)c1NC(=S)NCC(c1cccnc1)N(C)C (stereo not given) | -7.0 | 0.2 | -0.9 | -9.8 | 9.3 | 0.8 | -1.9 | -1.6 |
| Cc1ccc(S(=O)(=O)c2c(C)cc(C)[nH]c2=O)cc1 | -0.7 | 3.9 | -6.4 | -4.5 | 3.2 | -1.6 | 2.6 | -11.9 |
| COc1cccc(CNc2ccc(S(=O)(=O)N3CCN(C)CC3)cn2)c1 | 9.8 | -4.7 | 1.2 | -2.2 | -4.4 | 3.4 | -3.8 | -13.3 |
| COc1ccc(CCNC(=O)C/C(C)=N/NC(=O)c2ccc(Cl)cc2Cl)cc1OC | 1.2 | -1.0 | -1.1 | -4.6 | 0.9 | -4.3 | -13.5 | 1.8 |
| Cc1ccc(OCC(=O)NNC(=O)c2ccc3c(=O)n4c(nc3c2)CCC4)cc1 | 2.3 | 3.8 | -11.7 | 2.9 | -1.0 | -3.8 | -6.7 | -14.8 |
| COc1ccc(OC)c2sc(NNC(=O)C3COc4ccccc4O3)nc12 (stereo not given) | 13.4 | 2.5 | -2.5 | -29.1 | 8.6 | 3.3 | -7.2 | 11.3 |
| CN(CC(=O)Nc1c(Cl)cccc1Cl)C(=O)c1ccccc1Cc1ccccc1 | -15.1 | 11.2 | -7.0 | -3.2 | 4.7 | -8.0 | 1.4 | 9.9 |
| COCCn1c(C)cc(C(=O)COC(=O)c2ccc(NC(=O)CC#N)cc2)c1C | -9.9 | 6.2 | -2.2 | -4.3 | 4.4 | -10.1 | -35.7 | -12.4 |
| CCN(CC)S(=O)(=O)c1ccc(N2CCOCC2)c(NC(=O)C23CC4CC(CC(Cl)(C4)C2)C3)c1 | 7.2 | 16.9 | -6.7 | 8.6 | 3.9 | -4.3 | 20.7 | -4.5 |
| CN(CCNS(=O)(=O)c1ccc2c(c1)oc(=O)n2C)Cc1ccccc1 | -7.0 | 10.7 | 3.4 | -5.2 | 5.0 | 3.5 | -3.2 | 2.8 |
| O=C(Cc1c(C(=O)O)[nH]c2ccccc12)NCCN1CCN(c2cccc(Cl)c2)CC1 | 10.1 | 7.8 | 0.2 | 1.2 | 1.1 | -4.4 | 0.8 | 1.7 |
| COC(=O)CCc1c(C)nc(N)[nH]c1=O | -5.3 | 6.7 | 4.0 | -11.3 | -0.1 | -5.3 | -0.8 | 6.8 |
| O=C(COc1ccc(Cl)cc1Cl)NCc1ccncc1 | 0.8 | -8.3 | 1.6 | -4.5 | -6.4 | -2.6 | -12.0 | -6.6 |
| O=C(CN1CCc2ccccc2C1)Nc1ccccc1Cl | 13.5 | 9.1 | -5.8 | -4.8 | 4.3 | 3.1 | 0.7 | -5.0 |
| CN(Cc1ccccc1)S(=O)(=O)c1ccc(OCC(=O)NCc2cccnc2)cc1 | -6.7 | 2.6 | -6.7 | 3.4 | 6.7 | -2.6 | 6.7 | 4.5 |
| COC(=O)[C@H](CCSC)NC(=O)Nc1ccc(C)c(C)c1 | 11.2 | -5.7 | -1.9 | -9.6 | -4.5 | -9.7 | -5.1 | -12.0 |
| O=C(/C=C/c1ccc(Cl)c(Cl)c1)N1CCc2ccccc21 | -64.5 | -3.2 | -12.4 | -12.1 | 66.4* | -3.1 | -81.9 | -67.9 |
| COc1ccccc1CNC(=O)c1ccc(CS(=O)(=O)c2ccccc2C)o1 | -67.0 | 14.9 | -10.9 | -0.9 | -10.8 | -9.0 | 0.4 | -6.8 |
| Cc1nn(Cc2ccc(Cl)cc2)c(C)c1NC(=O)CCCn1nc(C)c([N+](=O)[O-])c1C | -9.2 | 6.3 | -1.8 | -0.6 | -6.5 | -4.4 | 9.6 | -1.3 |
| Cc1cc(NS(=O)(=O)c2ccc(NC(=O)Cc3ccccc3)cc2)nc(C)n1 | 10.5 | -0.9 | 1.1 | -6.7 | 7.5 | 0.6 | -6.8 | 2.2 |
| CCNc1ccccc1CP(=O)(c1ccccc1)c1ccccc1O (stereo not given) | 0.3 | 86.5* | 22.8 | 22.9 | 12.7 | -48.3 | 2.4 | 3.3 |
| COc1ccccc1CNC(=O)CC1C(=O)NCCN1C1Cc2ccccc2C1 (stereo not given) | 8.4 | 1.3 | 14.5 | 14.4 | 4.6 | 0.3 | -14.5 | 2.0 |
| CCC(=O)Nc1c2c(nn1-c1cccc(Cl)c1)CS(=O)(=O)C2 | 10.5 | -3.8 | 5.9 | -6.1 | -2.0 | 6.5 | -8.9 | 17.5 |
| CC(C)(C)C(=O)Nc1cccc(-c2ncon2)c1 | -17.9 | -6.0 | -13.4 | 0.2 | 9.6 | -3.8 | -4.0 | -19.1 |
| CCCC(=O)Nc1ccc(C(=O)COC(=O)C2=COCCO2)cc1 | 5.8 | 1.5 | 4.0 | 6.6 | 9.9 | -0.7 | -11.7 | 11.1 |
| COc1ccc(C2NCCO2)cc1OC (stereo not given) | 9.7 | 0.0 | 0.9 | 3.6 | -4.3 | 1.6 | -1.6 | 7.7 |

Some of these compounds in order of molar mass, highest first.
| SMILES | 697 NFkB inh | Apaf1 inhib | SENP8 block | HKDC1 inhibitor | SENP7 inh | UBC13 polyUb | Gli-Sufu antag | Jurkat NFkB inh |
| --- | --- | --- | --- | --- | --- | --- | --- | --- |
| Cc1nn(Cc2ccc(Cl)cc2)c(C)c1NC(=O)CCCn1nc(C)c([N+](=O)[O-])c1C | -9.2 | 6.3 | -1.8 | -0.6 | -6.5 | -4.4 | 9.6 | -1.3 |
| Cc1cc(NS(=O)(=O)c2ccc(NC(=O)Cc3ccccc3)cc2)nc(C)n1 | 10.5 | -0.9 | 1.1 | -6.7 | 7.5 | 0.6 | -6.8 | 2.2 |
| COc1ccccc1CNC(=O)CC1C(=O)NCCN1C1Cc2ccccc2C1 (stereo not given) | 8.4 | 1.3 | 14.5 | 14.4 | 4.6 | 0.3 | -14.5 | 2.0 |
| COc1ccc(C2NCCO2)cc1OC (stereo not given) | 9.7 | 0.0 | 0.9 | 3.6 | -4.3 | 1.6 | -1.6 | 7.7 |

More records follow:
| SMILES | 697 NFkB inh | Apaf1 inhib | SENP8 block | HKDC1 inhibitor | SENP7 inh | UBC13 polyUb | Gli-Sufu antag | Jurkat NFkB inh |
| --- | --- | --- | --- | --- | --- | --- | --- | --- |
| Cc1cc(-c2n[nH]c(=S)n2/N=C/c2cccc([N+](=O)[O-])c2)n[nH]1 | 12.9 | 3.6 | -6.7 | 13.1 | 5.7 | -7.3 | 0.6 | 12.4 |
| COC(=O)C1=C(C)N(Cc2ccccc2)C(=S)N[C@H]1c1cccc(F)c1 | 6.4 | 6.6 | 1.7 | 6.4 | 3.3 | 15.3 | 0.5 | 1.0 |
| Cc1ccccc1OCC(=O)NCCCNC(=O)c1ccncc1 | 6.3 | 7.9 | -5.8 | -0.2 | -3.8 | -4.3 | 23.1 | -2.1 |
| O=C(NCc1cccs1)C1CCN(S(=O)(=O)c2cccc3cccnc23)CC1 | 14.4 | -7.3 | -0.6 | -2.8 | -3.6 | 2.5 | 0.2 | 4.3 |
| CC(=O)c1cccc(N(CC(=O)N2CCOCC2)S(C)(=O)=O)c1 | -1.3 | -4.6 | -2.3 | 3.8 | 4.7 | -4.6 | -4.9 | 0.5 |
| Cc1ccc(C)c(S(=O)(=O)c2c[nH]c(=S)[nH]c2=O)c1 | -9.6 | 1.7 | -7.0 | -5.0 | -16.0 | 45.1* | 14.3 | 0.3 |
| O=C(Nc1cccc(C(F)(F)F)c1)/C(=C\c1ccco1)NC(=O)c1cccs1 | 1.1 | -7.5 | 2.9 | -8.4 | -0.7 | 6.6 | 10.0 | 10.5 |
| O=C(Nc1ccccc1)Nc1ccc2ccccc2n1 | -21.1 | 9.4 | 1.2 | -5.2 | -2.8 | -0.3 | -24.4 | -35.9 |
| Cc1ccc(Nc2c(-c3ccccc3)nc3cnccn23)cc1 | -11.8 | 8.7 | 1.7 | -0.9 | -1.1 | 6.4 | -3.1 | -1.6 |
| O=C(NCc1ccco1)C(=O)c1cn(CC(=O)N2CCCCCC2)c2ccccc12 | -4.0 | -6.0 | -2.6 | -0.1 | 9.4 | 15.5 | 4.8 | 4.0 |
| NC(=O)c1ccsc1NC(=O)CN1C(=O)C2CC=CCC2C1=O (stereo not given) | 17.9 | 2.5 | -5.0 | 0.3 | -0.5 | 8.3 | -7.2 | 6.6 |
| Cc1ccc(C(=O)N2CCN(CCNC(=O)C(=O)NC(C)C)CC2)cc1 | -6.6 | 7.8 | -12.3 | -10.2 | -5.0 | -5.3 | 1.7 | -10.0 |
| Cc1ccc[n+](-c2[nH]c(=O)sc2/C=N/N=C(\[O-])CCn2c3ccccc3c3ccccc32)c1 | -1.7 | 4.3 | -1.9 | -1.5 | -4.9 | -7.2 | -3.6 | -2.6 |
| COc1ccc(C2=NN(C(=O)CSc3nc(=O)n4cccc(C)c4n3)C(c3ccc(C)cc3)C2)cc1 (stereo not given) | -8.7 | 20.9 | 1.2 | -2.1 | -1.4 | 32.6 | 9.5 | 5.5 |
| CCS(=O)(=O)NCC(c1cccnc1)N1CCN(c2ccccc2F)CC1 (stereo not given) | 16.5 | 3.3 | 7.9 | -5.3 | 4.0 | 3.2 | -1.4 | 13.6 |
| Cn1ccnc1C1CCCCN1Cc1nc(Cc2ccccc2F)no1 (stereo not given) | -4.2 | -6.9 | -6.9 | -4.8 | 0.5 | 0.5 | 18.2 | -4.3 |
| COCCn1c(-c2ccc(OC)cc2)cnc1N | 6.3 | 4.5 | 1.1 | -7.6 | 2.2 | 7.8 | 2.0 | 2.2 |
| CC(=O)Nc1cccc(NC(=O)Nc2cccc3ccccc23)c1 | -5.4 | 4.2 | -7.4 | -0.6 | 14.4 | -1.7 | 2.5 | -11.5 |
| CCOc1ccccc1NC(=O)N1CCN(S(C)(=O)=O)CC1 | -4.5 | -1.1 | 2.6 | -2.6 | -8.0 | -0.7 | x | -4.3 |
| CCOc1ccc(OCC)c(NC(=O)C2CCN(c3ncccn3)CC2)c1 | -23.9 | 5.0 | 1.6 | 1.9 | 4.0 | 6.5 | 4.7 | -6.2 |
| O=C(COCc1ccccc1)N[C@@H](Cc1ccc(O)cc1)C(=O)O | 2.7 | 1.2 | -17.6 | -3.9 | -8.6 | 6.2 | -6.8 | -0.2 |
| Cc1cccc(C)c1NC(=O)C/C(N)=N/O | 15.4 | -2.8 | 2.3 | -9.4 | 6.3 | 2.4 | -0.1 | 11.7 |
| N#CC1=C(SCC(=O)c2ccccc2)NC2=C(C(=O)CCC2)C1c1ccco1 (stereo not given) | -166.1 | 15.8 | -4.6 | 8.1 | -6.7 | -18.8 | -102.6 | 9.8 |
| CC1Nc2ncnc(N3CCN(c4ccccc4)CC3)c2N(Cc2ccc(Cl)cc2)C1=O (stereo not given) | 10.4 | 18.6 | -0.5 | 5.7 | -7.5 | -1.2 | -1.4 | 1.8 |
| CC(C)COC(=O)N1CCCC1C(=O)O (stereo not given) | 5.9 | -3.7 | -5.5 | -12.2 | -5.3 | 1.3 | -2.6 | 1.9 |
